PI4K2A block = qHTS for small molecular inhibitors of PI4K2A. Phosphatidylinositol 4-kinase type 2-alpha (Homo sapiens), Q9BTU6. 0.13% of 420,000 active. purified PI4K2A, ADP-Glo luminescence, 1 h; active compounds read low. activity change, negative = inhibition, % at 76.9 µM; in the data active means activity change below about -50%; inconclusive means mostly about -30% to -49%;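 further: -100% = wells without enzyme as full effect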
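PI4K2A activity was measured by ADP-Glo luminescence: enzyme (4 ug/mL stock) and phosphatidylinositol (1.2 mM stock) in Tris pH 7.5/MgCl2/EGTA/Triton X-100 buffer were reacted with ATP (300 microM stock) for one hour at ambient temperature.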
D2 antagonist = HTS Assay for Allosteric Antagonists of the Human D2 Dopamine Receptor: Primary Screen for Antagonists | AID 485344, 2010 | HEK293 TREx D2 cells, calcium flux, dopamine EC80 | inhibition, % at 10 µM | 2% of 340,000 active; in the data active means inhibition above about 30%; further: 0% is about no effect
Target sequence (P14416 whole entry, looked up): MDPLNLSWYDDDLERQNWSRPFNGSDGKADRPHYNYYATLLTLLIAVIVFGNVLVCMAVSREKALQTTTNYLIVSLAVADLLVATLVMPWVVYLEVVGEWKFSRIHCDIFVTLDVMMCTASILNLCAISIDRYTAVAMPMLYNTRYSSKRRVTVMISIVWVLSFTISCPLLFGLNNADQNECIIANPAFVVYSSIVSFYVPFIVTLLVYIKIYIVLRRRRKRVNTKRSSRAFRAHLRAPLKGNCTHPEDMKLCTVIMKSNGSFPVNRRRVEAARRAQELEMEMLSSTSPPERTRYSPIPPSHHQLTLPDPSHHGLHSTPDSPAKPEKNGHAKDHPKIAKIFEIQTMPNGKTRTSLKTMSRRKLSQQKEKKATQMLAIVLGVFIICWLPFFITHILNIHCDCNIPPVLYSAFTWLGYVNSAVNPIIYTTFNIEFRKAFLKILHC
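Measurement of antagonist activity uses fluorescent calcium dye in inducible HEK293 T-REx D2 cells: 10 s baseline, compound addition with 180 s read, EC80 dopamine addition with a further 180 s read.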
D2 ag = HTS Assay for Allosteric Agonists of the Human D2 Dopamine Receptor: Primary Screen for Agonists; D(2) dopamine receptor (Homo sapiens), P14416; HEK293 T-REx D2 cells, calcium flux agonist mode; activation, % at 2 µM; 0.53% of 340,000 active; AID 485358, 2010;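 active means activation over 3 SD above normal in the single-dose calcium agonist read, cut at about 30% in these data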; further: 0% is about no effect
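Tetracycline-induced HEK293 Trex cells with D2 receptor force-coupled to calcium signaling, plated overnight at 30 C and loaded with no-wash calcium dye. Calcium flux read kinetically for 180 s after compound addition; responses flag agonists.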
TrxR1 substrate = qHTS Assay for Substrates of Mammalian Selenoprotein Thioredoxin Reductase 1 (TrxR1): qHTS; Thioredoxin reductase 1, cytoplasmic (Rattus norvegicus), O89049; purified TrxR1 substrate turnover, NADPH consumption readout; Potency, µM (series often up to 114 µM), inactives show at the highest dose activity change, negative = substrate turnover; 0.01% of 390,000 active; AID 588456, 2011; further: potency means the concentration at half of the fitted maximal effect; on the % scale 0 is the no-effect control and ±100 the full control effect; nearly all actives have a fitted effect of over 50% in size
Target sequence (O89049 whole entry, looked up): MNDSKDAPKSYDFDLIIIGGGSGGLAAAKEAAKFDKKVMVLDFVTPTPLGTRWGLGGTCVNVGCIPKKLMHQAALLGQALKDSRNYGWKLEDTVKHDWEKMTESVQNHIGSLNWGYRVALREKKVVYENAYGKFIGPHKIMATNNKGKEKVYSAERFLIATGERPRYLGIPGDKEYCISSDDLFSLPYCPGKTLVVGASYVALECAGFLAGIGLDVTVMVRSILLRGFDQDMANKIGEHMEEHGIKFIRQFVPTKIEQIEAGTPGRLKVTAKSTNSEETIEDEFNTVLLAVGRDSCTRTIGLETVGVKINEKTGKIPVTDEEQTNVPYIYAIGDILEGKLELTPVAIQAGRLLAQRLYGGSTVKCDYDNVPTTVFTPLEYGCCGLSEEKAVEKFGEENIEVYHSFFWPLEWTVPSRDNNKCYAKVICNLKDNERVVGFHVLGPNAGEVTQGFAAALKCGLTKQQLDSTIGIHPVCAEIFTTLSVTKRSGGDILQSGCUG
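Rat TrxR1, dispensed at 90 nM, was prereduced with 400 uM NADPH (final) for 5 min at ~22 deg C, then incubated with compound 15 min before 400 uM selenite. A first-read NADPH fluorescence drop versus no-compound background flagged substrates.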
TRHR agonist = qHTS for Small Molecule Agonists and Allosteric Enhancers of Human TRH Receptor: Primary Screen for Agonists. Thyrotropin-releasing hormone receptor (Homo sapiens), P34981. TRHR cells, calcium flux fluo-8, FDSS agonist mode. activation, % at 2 µM. 0.18% of 360,000 active. AID 493084, 2011; in the data active means activation above about 30%; further: 0% is about no effect
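TRHR-expressing cells loaded with fluo-8 calcium dye; 23 nL library compound pin-transferred, kinetic FDSS fluorescence (Ex 480/Em 530) recorded about 180 s for agonist-induced calcium release, before a 10 nM TRH EC20 addition for potentiator mode.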
USP1 inh = Inhibitors of USP1/UAF1: Primary Screen; 0.23% of 390,000 active; Ubiquitin carboxyl-terminal hydrolase 1 (Homo sapiens), O94782; Potency, µM (highest dose often 57.1 µM), for the others: at the top dose activity change, negative = inhibition, usual class: inhibitors; recombinant USP1/UAF1, Ub-Rhodamine cleavage fluorescence; further: potency means the concentration at half of the fitted maximal effect; on the % scale 0 is the no-effect control and ±100 the full control effect; nearly all actives have a fitted effect of over 60% in size; inactives centre near -12
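High-throughput fluorogenic screen: 1nM USP1/UAF1 complex, Ub-Rho substrate 150nM final, 50mM HEPES pH 7.8 with 0.5mM EDTA, 0.1 mg/ml BSA, 1mM TCEP and 0.01% Tween-20.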
TRHR enhancer = qHTS for Small Molecule Agonists and Allosteric Enhancers of Human TRH Receptor: Primary Screen for Enhancers. TRHR cells, fluo-8 calcium fluorescence, EC20 TRH enhancement. enhancement, % at 2 µM. 0.66% of 360,000 active; in the data active means enhancement above about 30%; further: 0% is about no effect
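Enhancer read-out: after compound pinning and an initial kinetic agonist-mode read, an EC20 of TRH (10 nM final) was injected and fluo-8 calcium signal (Ex 480/Em 530) followed at 1 s/cycle for 100 cycles in TRHR-expressing cells.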
TrxR1 inh = qHTS Assay for Inhibitors of Mammalian Selenoprotein Thioredoxin Reductase 1 (TrxR1): qHTS; AID 588453, 2011; Potency, µM (highest dose often 114 µM), without a hit: at the top dose activity change, negative = inhibition, hits mostly inhibitors; 1% of 390,000 active; Thioredoxin reductase 1, cytoplasmic (Rattus norvegicus), O89049; recombinant rTrxR1, NADPH fluorescence consumption, selenite substrate; further: potency means the concentration at half of the fitted maximal effect; on the % scale 0 is the no-effect control and ±100 the full control effect; nearly all actives have a fitted effect of over 65% in size
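Rat TrxR1 (90 nM in the dispensed reagent) was pre-reduced with 400 uM NADPH for 5 min at room temperature, then incubated with compound for 15 min. After 400 uM selenite was added, NADPH fluorescence (Ex 340/Em 450 nm) was followed for 8 min.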
IDH1 R132H inh = qHTS for Inhibitors of mutant isocitrate dehydrogenase 1 (IDH1): qHTS | Isocitrate dehydrogenase [NADP] cytoplasmic (Homo sapiens), O75874 | IDH1-R132H enzyme, NADPH consumption, diaphorase/resazurin fluorescence | Potency, µM (highest dose often 76.6 µM), without a hit: top-dose activity change, negative = inhibition, actives largely listed as inhibitors | 0.093% of 390,000 active | AID 602179, 2012; further: potency means the concentration at half of the fitted maximal effect; on the % scale 0 is the no-effect control and ±100 the full control effect; nearly all actives have a fitted effect of over 65% in size
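IDH1-R132H (0.5 ug/mL) preincubated 30 min with compound, then NADPH (0.016 mM) and alpha-KG (2 mM) added; 80 min at RT, pH 7.5. Remaining NADPH coupled via diaphorase/resazurin to fluorescence (540/590 nm); concentration-response curves normalized to no-enzyme control.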
* marks the source's active call; other numbers are inactive results; ? = inconclusive; . = not tested or not shown; & = joins results of further samples; [ ] = remark or other dose. Unless noted, the call rests on the fitted dose curve; in most records, active means well fitted inhibition curve with a large enough effect; inconclusive means small, poorly fitted or top-dose-only effect; inactive means no such curve, though single readings can be large or run the other way. Hits appear at their usual frequency, and some 3.9% of all compounds hit somewhere here.

SMILES	PI4K2A block	D2 antagonist	D2 ag	TrxR1 substrate	TRHR agonist	USP1 inh	TRHR enhancer	TrxR1 inh	IDH1 R132H inh
O=S(=O)(c1cccc2cccnc12)N1CCN(c2ccccc2)CC1	4	19	-0.8	3%[57.1 µM]	-3.9	-11%	2	9%[57.1 µM]	3%
CCCCC(=O)Nc1ccccc1C#N	-1	4	0.5	-12%	-0.2	-15%	1	-19%	3%
O=C(Cc1ncc(C(F)(F)F)cc1Cl)Nc1ccc(F)cc1	3	-7	0.5	-1%	0.4	-19%	3	13%[57.1 µM]	4%
CC1Cc2nc(SCC(=O)Nc3ccc(F)cc3F)n(C)c(=O)c2S1 (centres undefined)	-3	10	-1.7	-4%	0.0	-28%	9	14%	3%
CC1CN(S(=O)(=O)c2cccc(C(=O)Nc3cc(Cl)ccc3N3CCOCC3)c2)CC(C)O1 (centres undefined)	1	1	-0.1	2%	-0.1	-31%	5	40%[activator]	-8%
Cc1ccccc1NC(=S)/C(=C(\[O-])c1cc(C)n(Cc2ccccc2Cl)c1C)[n+]1ccccc1	4	23	-0.7	0%[57.1 µM]	0.3	-17%	1	10%[57.1 µM]	-11%
O=S1(=O)N=C(N/N=C/c2ccccn2)c2ccccc21	-8	4	0.9	-15%	0.5	1%	3	-23%	-2%
Cc1ccc(-c2nc(C)c(C(=O)O)s2)cc1	-14	-2	0.3	-10%	-0.5	-5%	5	-11%	-3%
CCC(CC)NC(=O)COC(=O)c1ccc(OCc2ccc(C(C)=O)cc2OC)c(OC)c1	-6	7	-0.8	-6%	-0.2	-8%	-1	0%	7%
O=C(O)/C(=C\c1ccc(Cl)cc1)c1ccc(S(=O)(=O)N2CCCC2)s1	-8	-11	0.2	-3%	0.2	3%	-4	-10%	3%
C/C(Nc1cccc(F)c1)=C(/C#N)C(N)=O	-2	1	1.5	3%	0.5	-5%	3	8%	-2%
Cc1ccccc1N(CC(=O)NC(C)(C)C)C(=O)CCC(=O)Nc1nccs1	-3	-3	0.1	9%	-0.1	-10%	4	15%	12%
COc1cc(C(=O)N2CCN(C/C=C/c3ccccc3)CC2)cc(OC)c1OC	2	6	11	-1%	-0.3	-12%	0	-26%	0%
Cc1ccc(-c2noc(C3CCCN(C(=O)c4cccc(F)c4)C3)n2)cc1 (centres undefined)	4	-2	-2.0	-5%	0.7	-15%	-3	18%	2%
CCCN(CCC)C(=O)Cn1c(=O)n(CCCCC(=O)NC2CCCC2)c(=O)c2ccccc21	0	13	0.5	-5%[57.1 µM]	0.1	-19%	-3	12%	5%
Cn1[nH]c(-c2ccccc2)c(/C=N/O)c1=O	-5	-22	-1.3	-4%	0.3	?	0	23%[57.1 µM]	7%
Cc1ccc(N2CCN(C(=O)c3cc(-c4ccc(F)cc4)[nH]c3C)CC2C)cc1 (centres undefined)	2	-28	0.7	9%[57.1 µM]	-0.1	-21%	0	8%[57.1 µM]	-4%
CC(C)(C)OC(=O)N[C@@H](C(=O)OC(C)(C)C)c1ccc2c(c1)OCO2	-4	.	.	-5%	0.4	-12%	-1	-9%	11%
COc1cc(-c2nc(-c3ccc(NC(=O)c4ccc(Br)o4)cc3)no2)cc(OC)c1OC	3	4	0.2	4%	1.1	-17%	3	4%	3%
CC(C)OC(=O)CSc1nc2c(c(C3CC=CCC3)c1C#N)CCC2 (centres undefined)	-2	11	0.2	2%	0.4	-16%	-1	24%	-1%
N#Cc1cccc(NC(=O)CNc2cccc(S(=O)(=O)N3CCCCC3)c2)c1	-1	-2	0.0	-6%	0.0	-15%	-6	14%	0%
Cc1cccc(C)c1NC(=O)CN(C)CC(=O)Nc1cc(Cl)ccc1C#N	10	11	0.5	5%[57.1 µM]	0.4	-10%	34*	-10%	3%
COc1ccc(NC(=O)CN(C)CC(=O)Nc2ccc(Cl)cc2[N+](=O)[O-])cc1	-1	13	-0.1	-14%[57.1 µM]	-0.4	-18%	-8	21%[57.1 µM]	0%
CCN1CCN(CCCNC(=O)c2cc3c(s2)-c2ccccc2OC3)CC1	-2&-7	-29	0.0&0.4	579%[activator]	-0.1&-0.3	-14%&7%	-6&-5	127%[activator]	7%&-8%

Sorted by count of non-hydrogen atoms (smallest number first): some entries from above.
SMILES	PI4K2A block	D2 antagonist	D2 ag	TrxR1 substrate	TRHR agonist	USP1 inh	TRHR enhancer	TrxR1 inh	IDH1 R132H inh
Cn1[nH]c(-c2ccccc2)c(/C=N/O)c1=O	-5	-22	-1.3	-4%	0.3	?	0	23%[57.1 µM]	7%
CC1Cc2nc(SCC(=O)Nc3ccc(F)cc3F)n(C)c(=O)c2S1 (centres undefined)	-3	10	-1.7	-4%	0.0	-28%	9	14%	3%
N#Cc1cccc(NC(=O)CNc2cccc(S(=O)(=O)N3CCCCC3)c2)c1	-1	-2	0.0	-6%	0.0	-15%	-6	14%	0%

The list continues.
SMILES	PI4K2A block	D2 antagonist	D2 ag	TrxR1 substrate	TRHR agonist	USP1 inh	TRHR enhancer	TrxR1 inh	IDH1 R132H inh
Cc1cc(C)c(NC(=O)C2CC(=O)N(C3CCCC3)C2)c(C)c1 (centres undefined)	-9	.	.	3%	.	-6%	.	20%	-7%
CN1CCN(/C=N/C2=C(C#N)C(c3ccccc3)C3=C(CC(C)(C)CC3=O)O2)CC1 (centres undefined)	6	7	-0.5	-14%	-0.4	-6%	3	-16%	-1%
COc1ccc(CN2C(=O)CC(C(=O)NCCc3ccc(S(N)(=O)=O)cc3)SC2=Nc2ccccc2)cc1 (centres undefined)	1	13	2.0	7%	0.6	-21%	0	5%	3%
CC(C)C(=O)Nc1nnc(CCc2nnc(NC(=O)C(C)C)s2)s1	2	3	0.5	-4%	0.4	-1%	1	-9%	-2%
Cc1cc(NC(=O)c2ccc(N3C(=O)CCC3=O)cc2)no1	-2	23	-1.0	4%	1.6	-14%	-3	6%	2%
CC(C)NS(=O)(=O)c1ccc(OCC(=O)Nc2ccc3c(c2)OCO3)cc1	-17	9	-0.5	9%[57.1 µM]	0.1	-10%	7	15%[57.1 µM]	22%
COc1ccc(S(=O)(=O)N2CCCC2)cc1C(=O)N1CCCCC1	2	7	-0.3	-5%	0.5	5%	10	3%	3%
CCOc1ccc(NC(=O)CN2CCN(CC(=O)Nc3ccc(OC)cc3)CC2)cc1	1&12	12	0.9&0.2	6%[57.1 µM]	-0.1&-0.4	5%&-3%	9&-3	12%[57.1 µM]	-7%&6%
Cc1ccc(Nc2nc(Nc3ccc(C)c(C)c3)nc(N3CCOCC3)n2)cc1C	-1	.	-0.8	7%	-0.4	26%	10	19%	12%
O=C1COc2ccc(C(=O)COC(=O)c3nc(Cl)ccc3Cl)cc2N1	-8	-4	0.3	9%	-0.1	-5%	2	-31%	7%
CCOC(=O)c1csc(NC(=O)c2cc(OC)c(OC)c(OC)c2)n1	9	14	-1.1	-7%	-0.4	-12%	-5	1%	6%
C#CCOc1c(Br)cc(/C=N/O)cc1OCC	-4	16	0.2	15%[57.1 µM]	-1.6	-19%	-1	-6%	11%
O=C(CCC1CCCN(C(=O)c2ccc(F)c(F)c2)C1)N1CCN(c2ccccn2)CC1 (centres undefined)	-3	-1	0.4	6%	1.8	-7%	2	3%	-3%
CCOC(=O)C(C)n1cnc2c(nnn2-c2cccc(OC)c2)c1=O (centres undefined)	7	7	-0.1	11%[57.1 µM]	0.1	-11%	-4	5%	5%
O=C(Nc1ccc(F)c([N+](=O)[O-])c1)C1CCCO1 (centres undefined)	2	.	.	7%[57.1 µM]	.	-8%	.	5%[11.4 µM]	3%
CCNC(=S)NNC(=O)c1ccncc1	1	-5	-0.1	-5%[57.1 µM]	0.1	-16%	-3	-15%[57.1 µM]	-5%
Cc1c(C(=O)OC2CCCCC2)[nH]c2c1C(=O)CC(c1ccccc1)C2 (centres undefined)	1	.	0.1	1%	0.5	7%	-1	12%	0%
O=C(CSc1nc2ccccc2c(=O)n1-c1ccccc1Cl)Nc1cccc(S(=O)(=O)N2CCOCC2)c1	3	-3	0.0	-2%	-0.1	-16%	-7	2%	-4%
CC(C)C(=O)OCC(=O)Nc1ccc2c(c1)CCC2	2	7	0.4	2%	0.6	-19%	1	4%	4%
CN(C)[C@@H]1C(=O)C(C(N)=O)=C(O)[C@@]2(O)C(=O)C3=C(O)c4c(O)ccc(Cl)c4[C@@H](O)[C@H]3C[C@@H]12	0&-6&-2	12	1.5	1%[57.1 µM]	-0.9	-4%	11	?	-5%
CCCCSc1nnc(-c2ccc(OC)cc2)n1C	-1	-13	0.6	-3%	-0.3	-17%	0	2%	4%
CCOc1ccc(N(CC)S(=O)(=O)N2CCCC(C(=O)Nc3cc(Cl)ccc3C)C2)cc1 (centres undefined)	-4	.	0.2	-11%	0.6	-23%	-1	16%	5%
CCc1nnc(NC(=O)c2sc3nc4c(cc3c2N)CCCCC4)s1	-4	-3	-1.0	29%	-0.2	-14%	8	12%	6%
Cc1cccc(NC(=O)CNC(=O)C23CC4CC(CC(Cl)(C4)C2)C3)n1	5	-9	0.2	-4%	-0.2	5%	1	6%	-2%
CC(=O)C[C@H](O)CC(=O)[C@H]1OC(=O)CCCCCc2ccccc21	-6	.	.	1%	.	-21%	.	17%	-4%

High-throughput results deposited in PubChem BioAssay by National Center for Advancing Translational Sciences (NCATS).
